# From PubChem
# PP5 inh – PP5 (human) phosphatase inhibition | purified PP5c, OMFP substrate fluorescence | inhibition, % at 6.7 µM | hit rate 0.18% among 320,000 | AID 1987;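 active = inhibition above the campaign's mean inhibition across all tested compounds plus 3 SD, cut at about 9.5% in these data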;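 note: 0% = DMSO only and 100% = 100 µM cantharidin control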
# Target sequence (P53041 whole entry, looked up): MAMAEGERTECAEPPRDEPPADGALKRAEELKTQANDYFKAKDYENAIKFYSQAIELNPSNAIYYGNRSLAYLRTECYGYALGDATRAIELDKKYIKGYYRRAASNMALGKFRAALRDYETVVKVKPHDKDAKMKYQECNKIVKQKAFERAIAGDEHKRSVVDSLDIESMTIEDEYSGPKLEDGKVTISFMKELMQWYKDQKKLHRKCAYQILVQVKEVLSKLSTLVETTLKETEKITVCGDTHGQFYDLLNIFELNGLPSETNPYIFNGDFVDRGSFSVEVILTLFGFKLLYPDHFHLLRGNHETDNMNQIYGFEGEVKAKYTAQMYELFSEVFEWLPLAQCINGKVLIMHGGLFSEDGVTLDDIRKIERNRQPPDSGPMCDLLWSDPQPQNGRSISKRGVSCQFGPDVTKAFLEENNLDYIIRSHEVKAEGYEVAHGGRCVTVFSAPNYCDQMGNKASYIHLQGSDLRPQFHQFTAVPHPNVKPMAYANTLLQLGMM
# Efflux pump mplx – inhibitors of Candida antifungal efflux pumps expressed in yeast; S. cerevisiae Candida pump triplex, Nile Red efflux; inhibition, % at 10 µM; hit rate 0.44% among 330,000; AID 485275;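 active = plate passing quality check with inhibition over a set limit, or well fluorescence over plate mean plus 4 SD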;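 note: Nile Red retained in pooled yeast measured as flow cytometry median fluorescence; 0% = buffer negative control and 100% = Enniatin B positive control; higher means more Nile Red kept so more efflux inhibition; some compounds called inactive have numbers as strong as hits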
# JMJD2C inh – human JMJD2C demethylase inhibition; Q9H3R0; AID 2099; hit rate 0.069% among 330,000; GST-JMJD2C(1-420) H3K9me3 demethylation, DELFIA europium; inhibition, % at 2.35 µM;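 active = more than half of a compound's replicate wells show inhibition beyond 50%, single wells judged on their own value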;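 note: signal counts dimethyl H3K9 product captured on neutravidin plate; 0% = median of DMSO wells and 100% = 0.3 times that DMSO median; strong numbers were not always called active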
# CTSL1 counter – blocks F. hepatica cathepsin L1 in PFM18AAP counter-screen | recombinant F. hepatica cathepsin L1, Z-Leu-Arg-MCA fluorescence | inhibition, % at 5.96 µM | hit rate 0.49% among 300,000 | AID 1906;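 active = inhibition above the mean of all tested compounds plus 3 SD, set per screening campaign, cut at about 17% in these data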;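 note: 0% = plate median of test compound wells and 100% = 1 µM Z-Phe-Ala-diazomethylketone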
# PP1 inh – PP1-alpha (human) inhibition in PP5 counter-screen | hit rate 0.9% among 320,000 | P62136 | AID 2235 | purified PP1alpha, OMFP fluorescence | inhibition, % at 6.7 µM;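 active = inhibition above the mean inhibition of all tested compounds plus 3 SD, computed separately for each screening campaign, cut at about 15% in these data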
# Target sequence (P62136 whole entry, looked up): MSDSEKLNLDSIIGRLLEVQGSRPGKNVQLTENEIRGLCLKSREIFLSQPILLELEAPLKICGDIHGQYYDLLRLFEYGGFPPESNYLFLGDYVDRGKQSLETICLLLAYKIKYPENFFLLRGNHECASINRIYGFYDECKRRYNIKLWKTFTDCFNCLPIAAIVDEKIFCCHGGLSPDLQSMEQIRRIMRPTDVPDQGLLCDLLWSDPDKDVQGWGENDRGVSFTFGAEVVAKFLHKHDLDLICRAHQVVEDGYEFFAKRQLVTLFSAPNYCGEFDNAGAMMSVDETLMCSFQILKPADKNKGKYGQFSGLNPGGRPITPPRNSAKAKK
# core dimer inh – blocks dimerization of HCV core protein. TR-FRET GST/Flag-core106 dimerization, 1536-well. inhibition, % at 5 µM. hit rate 0.33% among 300,000. AID 1899;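 active = inhibition above the mean of all tested compounds plus 3 SD, set per screening campaign, cut at about 45% in these data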
#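 Assay system: GST-tagged and Flag-tagged HCV core protein residues 1-106 / Times: compound-protein-antibody incubation 4 h at 22.5 °C / Signal: time-resolved FRET, ex 340 nm, em 617 and 671 nm / Evaluation: % inhibition based on acceptor/donor emission ratio / Benchmarks: wells lacking GST-core106 and wells with excess unlabelled core106 / Repeats: singlicate, one well per compound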
# LYPLA2 counter – LYPLA2 (human) inhibition in PME1 counter-screen | recombinant LYPLA2, FP-Rh probe fluorescence polarization | inhibition, % at 5.9 µM | hit rate 0.38% among 320,000;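 active = inhibition above the screen-wide mean plus 3 SD, limit set per campaign, cut at about 26% in these data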;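 note: 0% = LYPLA2 with DMSO and 100% = wells lacking LYPLA2 enzyme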
# TPT1 inhibitor – inhibitors of Candida albicans tRNA 2'-phosphotransferase TPT1; recombinant caTPT1, FP RNA substrate dephosphorylation; inhibition, % at 5 µM; hit rate 0.81% among 300,000;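 active = inhibition above the mean of all tested compounds plus 3 SD, set per screening campaign, cut at about 24% in these data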;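 note: plate controls were DMSO alone for no effect and ferristatin control at 100 nM for full effect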
# PREPL inh – inhibits the human prolyl oligopeptidase-like enzyme; recombinant PREPL, fluorescence polarization activity-based probe; AID 2751; inhibition, % at 5.96 µM; hit rate 0.68% among 320,000; in the data active = inhibition above about 43%;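 note: 0% = enzyme with DMSO and 100% = wells lacking enzyme; many of its hits are not listed in these tables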
# * = called active by the depositor; / = no result given. This is a subset, so the mix of outcomes need not match the whole.
# Preview, 5 compounds:
SMILES,PP5 inh,Efflux pump mplx,JMJD2C inh,CTSL1 counter,PP1 inh,core dimer inh,LYPLA2 counter,TPT1 inhibitor,PREPL inh
Cc1cccc(C(=O)Nc2oc(-c3ccccc3)cc2C#N)c1,0.9,-0.2,/,0,-1,7,3,7,-4
C=CCc1cc(Cl)ccc1OCCOCCN(C)C,-1.7,0.0,6,-3,-1,0,-3,-1,-13
COc1cccc(OCC(O)CN(CCO)Cc2ccccc2)c1 (stereo not given),2.8,0.0,2,-2,-2,-4,1,1,-1
O=C(Nc1ccc(NC(=O)c2ccco2)nc1)c1ccco1,0.2,0.1,3,5,-2,-1,11,1,14
CC(CN1CCOCC1)OC(=O)c1ccccc1Br (stereo not given),3.1,0.0,17,-2,-4,4,7,16,14

# The whole of this part, from the start:
SMILES,PP5 inh,Efflux pump mplx,JMJD2C inh,CTSL1 counter,PP1 inh,core dimer inh,LYPLA2 counter,TPT1 inhibitor,PREPL inh
Cc1cccc(C(=O)Nc2oc(-c3ccccc3)cc2C#N)c1,0.9,-0.2,/,0,-1,7,3,7,-4
C=CCc1cc(Cl)ccc1OCCOCCN(C)C,-1.7,0.0,6,-3,-1,0,-3,-1,-13
COc1cccc(OCC(O)CN(CCO)Cc2ccccc2)c1 (stereo not given),2.8,0.0,2,-2,-2,-4,1,1,-1
O=C(Nc1ccc(NC(=O)c2ccco2)nc1)c1ccco1,0.2,0.1,3,5,-2,-1,11,1,14
CC(CN1CCOCC1)OC(=O)c1ccccc1Br (stereo not given),3.1,0.0,17,-2,-4,4,7,16,14
CCc1c(C)nc2cc(-c3cc(OC)cc(OC)c3)nn2c1N1CCN(CCN2CCOCC2)CC1,1.9,1.6*,11,-3,6,-7,2,-3,-15
O=C(NCc1ccc(/C=N\NC(=O)C(=O)Nc2ccccc2Br)o1)C(=O)Nc1ccccc1,-0.3,0.7*,-3,0,-1,29,1,0,19
CCCCn1c(N)c(N(CC(C)C)C(=O)C2CC(=O)N(c3ccccc3C(C)CC)C2)c(=O)[nH]c1=O (stereo not given),-0.3,-0.1,6,6,7,-1,1,4,10
CCOc1ccc(N(CC(=O)Nc2nccs2)S(=O)(=O)c2c(C)[nH]c(=O)[nH]c2=O)cc1,0.8,-0.1,-1,4,-1,4,8,-3,13
CC(=O)OCN(C#N)c1nc(N(C)C)nc(N(C)C)n1,1.3,0.1,10,-23,-1,3,0,-2,-4
COc1ccc(Cc2nnc(NC(=O)CSc3ccc(C)cc3)s2)cc1OC,6.2,-0.1,1,-3,0,7,8,0,-4
C=C1c2cc(CC)ccc2NC(=O)N1c1ccc(C)cc1,-0.2,0.1,133,2,0,6,5,-2,5
CCCN1C(=O)C(O)(C/C(C)=N/O)c2ccccc21 (stereo not given),-0.9,0.0,13,-4,-1,-4,3,-5,4
CC(O)CNc1cc(N)c([N+](=O)[O-])cc1[N+](=O)[O-] (stereo not given),3.3,0.0,-6,-2,-4,-6,-2,0,10
Cc1cc(C)nc(N2CCCC(C(=O)NCc3ccccc3F)C2)n1 (stereo not given),3.2,-0.2,-2,-1,-1,0,-4,1,3
O=[N+]([O-])c1cnccc1Nc1ccccc1,-0.1,-0.1,-2,0,-2,3,-2,-3,-8
CON(C)c1nc(OCC#N)nc(N(C)C)n1,2.9,0.1,-9,-5,-3,-4,6,-1,1
O=C(Nc1ccccc1)c1[nH]ncc1[N+](=O)[O-],1.0,0.0,-17,3,1,-2,-2,11,7
COc1ccccc1NS(=O)(=O)c1cc(C(=O)NCc2cccnc2)ccc1C,4.5,0.1,-12,-6,-17,0,9,-3,-3
Cc1ccc(S(=O)(=O)N(C)C)cc1NC(=O)COC(=O)C1CC1,1.1,0.0,4,-5,-6,1,0,0,-7
CCNC(=O)CC1SC(=Nc2cccc3ccccc23)N(C)C1=O (stereo not given),1.6,-0.1,-3,0,2,10,-3,-2,2
Cc1cc(C)c(NC(=O)CSc2nnc(Cc3cccn3C)n2-c2ccc(F)cc2)c(C)c1,4.1,-0.2,0,0,6,2,6,2,6
C=CCNC(=O)COC(=O)c1cc(S(=O)(=O)N2CCCCC2)ccc1Cl,-0.8,-0.1,-1,-6,-2,2,1,1,-2
O=C(CCS(=O)(=O)c1ccc2c(c1)NC(=O)CO2)NCc1ccccc1,-2.0,-0.1,-14,6,-4,-3,3,-3,21
O=[N+]([O-])c1cc(/C=N/O)ccc1SCc1ccccc1,-0.7,-0.4,8,5,1,-1,12,-3,6
CCOC(=O)c1sc2nc(C)cc(C)c2c1N,0.0,-0.1,-1,6,1,1,-3,3,-8
CN1c2ccccc2C(=O)NC1c1ccc([N+](=O)[O-])s1 (stereo not given),2.7,0.0,6,3,2,1,-2,-1,6
CCc1c(C)c2ccc(OCC(=O)N(C)C)c(C)c2oc1=O,1.2,0.0,7,-2,-2,9,4,-3,-2
CSc1cc(C)n(-c2ccccc2C)c(=S)c1C(C)=O,1.2,-0.1,11,2,-2,-1,1,-6,9
CCCOc1ccc(S(=O)(=O)NCCN2CCOCC2)c2ccccc12,-2.0,0.2,-17,-3,2,-4,-2,4,-2
CCN1C(=O)CC(C(=O)OC)=C1C,-1.9,-0.1,19,1,-2,-4,3,-1,27
O=C(CCNS(=O)(=O)c1cccc(C(F)(F)F)c1)NC1CC1,2.5,0.1,0,/,1,/,8,/,4
Cc1ccc(OCC(=O)Nc2cccc(S(=O)(=O)N3CCCCC3)c2)c([N+](=O)[O-])n1,2.5,-0.8,2,0,-1,11,2,2,11
Clc1cccc(OCCN2CCOCC2)c1,7.6,0.0,-3,-1,4,4,6,-3,-6
Cc1cc(C)nc(N/N=C/c2ccncc2)n1,4.0,0.1,-1,-6,5,0,-7,3,0
O=C(Nc1ccccc1)N1CCC(O)(c2cccc(C(F)(F)F)c2)CC1,2.2,0.4,-2,-2,2,-6,5,0,3
CCCNC(=O)c1cc(S(=O)(=O)N2CCc3ccccc32)ccc1F,0.9,0.0,7,-7,-3,4,7,1,-11
COC(=O)/C(=C/c1ccc(F)cc1)NC(C)=O,-0.4,-0.2,-2,4,-1,-10,5,-4,9
Cc1oc2ccc(NS(=O)(=O)c3ccc(C(C)(C)C)cc3)cc2c1C(=O)Nc1ccccc1,5.0,0.1,-1,4,6,54*,-14,-6,13
CCOc1ccc(S(=O)(=O)N2CCCC2)cc1,0.9,-0.2,17,1,-3,-1,13,2,15
CN(CCc1ccccn1)C(=O)c1ccc(OC(F)(F)F)cc1,0.1,0.8*,-2,5,-2,-7,5,-4,12
COC(C)(C)[C@H](O)COc1c2ccoc2cc2oc(=O)ccc12,4.8,0.0,-4,1,0,-3,1,1,-10
O=C(/C=C/c1cccc([N+](=O)[O-])c1)NCc1cccnc1,0.4,-0.2,4,1,-2,-11,0,1,10
Oc1ccc(N2CCN(c3nnnn3-c3ccccc3)CC2)cc1,-1.3,-0.1,/,-2,-1,-4,3,-3,-4
CCCCCSc1nnc(C)c(=O)[nH]1,-0.9,-0.1,-3,0,-1,-1,4,0,9
Cc1ccc(S(=O)(=O)NCCSc2nncn2C)cc1,-1.4,0.0,5,-1,1,5,-3,0,2
CC1Sc2ccc(S(=O)(=O)NCCc3ccccc3)cc2NC1=O (stereo not given),2.1,-0.2,3,2,3,12,5,-1,-14
COC(=O)c1ccc(-c2noc(CN(C)Cc3ccncc3C)n2)cc1,-0.6,-0.2,-3,1,2,2,6,-3,-12
CN(Cc1cccc(Cl)c1Cl)C(=O)c1cccc(S(=O)(=O)N2CCN(Cc3ccccc3)CC2)c1,0.8,0.0,3,-3,-1,4,-4,-2,33
CCCN1CCc2c(sc(NC(=O)c3ccc(S(=O)(=O)N4CCN(C(=O)OCC)CC4)cc3)c2C(N)=O)C1,5.7,0.0,-10,4,1,-4,8,156*,23
CN(C)c1oc(COc2ccc(F)cc2)nc1C#N,-1.9,-0.1,3,3,-4,1,1,0,4
O=C(c1ccccc1)c1cccc(C(=O)c2ccccc2)c1,3.9,0.3,7,/,2,/,0,/,-4
NS(=O)(=O)c1cccc(NC(=O)COC(=O)c2cc(Cl)ccc2[N+](=O)[O-])c1,1.3,-0.2,14,-5,1,1,-2,-1,-14
CCCC(=O)N1CC2(CCC)CN(C(=O)CCC)CC(CCC)(C1)C2=O,6.8,0.2,9,-1,-5,0,12,1,10
O=C(CNC(=O)c1ccc2c(c1)S(=O)(=O)N=C1CCCCCN12)Nc1ccc(F)c(F)c1,1.3,0.0,1,-1,-1,-7,0,-3,-6
Cc1ccc(C(C(=O)NCc2ccccc2)N(C(=O)c2csnn2)C2CC2)cc1 (stereo not given),0.6,0.1,-10,-2,0,-7,-9,4,6
Cc1c(OC(C)C(=O)NCc2ccccn2)ccc2c3c(c(=O)oc12)CCC3 (stereo not given),1.0,0.0,1,5,-1,5,3,-2,8

# Of the compounds above, these contain bromine:
SMILES,PP5 inh,Efflux pump mplx,JMJD2C inh,CTSL1 counter,PP1 inh,core dimer inh,LYPLA2 counter,TPT1 inhibitor,PREPL inh
CC(CN1CCOCC1)OC(=O)c1ccccc1Br (stereo not given),3.1,0.0,17,-2,-4,4,7,16,14
O=C(NCc1ccc(/C=N\NC(=O)C(=O)Nc2ccccc2Br)o1)C(=O)Nc1ccccc1,-0.3,0.7*,-3,0,-1,29,1,0,19

# Part of the list above in order of count of non-hydrogen atoms, highest first:
SMILES,PP5 inh,Efflux pump mplx,JMJD2C inh,CTSL1 counter,PP1 inh,core dimer inh,LYPLA2 counter,TPT1 inhibitor,PREPL inh
CCCC(=O)N1CC2(CCC)CN(C(=O)CCC)CC(CCC)(C1)C2=O,6.8,0.2,9,-1,-5,0,12,1,10
CN(CCc1ccccn1)C(=O)c1ccc(OC(F)(F)F)cc1,0.1,0.8*,-2,5,-2,-7,5,-4,12
Cc1ccc(S(=O)(=O)NCCSc2nncn2C)cc1,-1.4,0.0,5,-1,1,5,-3,0,2
